Compound activity (PubChem)
Large T inhibition: SV40 large T antigen inhibitors, biochemical (AID 1903); one-dose inhibition, % at 20 µM; IC50 in µM for titrated hits; SV40 large T antigen ATPase/helicase inhibition assay; higher % means a stronger effect; hit rate 0.39% among 310,000; in the data active = a potency from the dose series; inconclusive = inhibition mostly from about 32% at the one dose, without a potency; inactive = the rest, 99 in 100 with inhibition below about 32%; note: strong numbers were not always called active
NTR1 ag: agonists of NTR1, primary screen, imaging, U2OS cells, beta-arrestin-GFP, high content (AID 493036) | Neurotensin receptor type 1 (Homo sapiens), P30989 | NTR1-U2OS beta-arrestin-GFP spot imaging, agonist mode | activation, % at 20 µM | hit rate 0.17% among 330,000;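 active = activation at or above 40% of the spot to cytoplasm intensity ratio, with at least 20 cells analyzed; inconclusive = wells under 20 cells, flagged as cytotoxic or low count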;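 note: 0% = DMSO without peptide and 100% = 100 nM NTR1 peptide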
Target sequence (P30989 whole entry, looked up): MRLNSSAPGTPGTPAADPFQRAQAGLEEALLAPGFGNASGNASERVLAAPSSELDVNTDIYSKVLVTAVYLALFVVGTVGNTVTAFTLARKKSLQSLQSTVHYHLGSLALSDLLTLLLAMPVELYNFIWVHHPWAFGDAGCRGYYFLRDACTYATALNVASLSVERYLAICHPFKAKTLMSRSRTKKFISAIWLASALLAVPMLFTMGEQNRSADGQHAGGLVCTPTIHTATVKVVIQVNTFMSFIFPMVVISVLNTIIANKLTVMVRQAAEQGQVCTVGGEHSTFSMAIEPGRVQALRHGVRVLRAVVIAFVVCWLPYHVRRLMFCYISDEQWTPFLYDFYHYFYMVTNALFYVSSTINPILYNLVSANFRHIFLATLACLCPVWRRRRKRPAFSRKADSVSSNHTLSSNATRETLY
UTI89 phage lysis: inhibition of K1F phage lysis, E. coli UTI89, bacterial capsule biogenesis inhibitors, alamar blue (AID 488966). E. coli UTI89 K1F phage lysis, alamar blue, 2 h; higher % means a stronger effect. inhibition, % at 100 µM; hits with a dose series show IC50 in µM. hit rate 0.02% among 340,000;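 active = phage lysis inhibition, versus mean bacterial control, above a set limit; inconclusive = no clear call, values can overlap the other calls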;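 note: capsule biogenesis inhibitors block K1F phage lysis so surviving cells raise fluorescence; higher fluorescence means more inhibition of phage lysis; actives were called in the ten point dose series up to 300 µM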
RSV antiviral HEp-2: RSV antiviral activity via CPE protection, HEp-2 cells, primary 10 µM value included (AID 2391); HEp-2 cells, RSV-induced CPE inhibition; higher % means a stronger effect; CPE inhibition, % at 10 µM; hits with a dose series show IC50 in µM; hit rate 0.13% among 310,000; in the data active = a potency from the dose series; inconclusive = CPE inhibition mostly from about 23% at the one dose, without a potency; inactive = the rest, 99 in 100 with CPE inhibition below about 21%; note: strong numbers were not always called active
T cell modulator: modulators of CD8 T cell-vesicle binding, primary screen, mouse 2C CD8+ T cells, flow cytometry; 2C CD8+ T cell-vesicle binding; hits give low values; calls only at 7 µM; AID 2052, 2009; hit rate 0.068% among 330,000;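 active = response, share of CD8 T cells binding vesicles, and their 90th percentile fluorescence all below set limits, cut at about 80% in these data, passing the limit was not always enough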
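Benchmarks: naked versus QL9-loaded vesicles / Assay system: purified 2C TCR transgenic mouse naive CD8+ T cells / Technique: high-throughput flow cytometry with anti-B7-1 and anti-CD8 staining / Timing: Cell–vesicle co-incubation 1.5 h at 37 °C, staining 20 min on ice / Read-out: percent CD8+ FL2 mean versus row control / Probe or stimulus: QL9-loaded Drosophila micro-vesicles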
Rac1 GTP hydrolysis: MgcRacGAP GTPase-activating activity inhibitors, confirmation, biochemical, ADP Hunter fluorescence. hit rate 0.6% among 340,000. inhibition, % at 30 µM, or IC50 in µM where a hit was titrated. Rac GTPase-activating protein 1 (Homo sapiens). MgcRacGAP-stimulated Rac1 GTP hydrolysis, ADP Hunter fluorescence; higher % means a stronger effect; GST-tagged Rac1 F28L mutant substrate. AID 624330, 2012;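 active = first-screen hits whose inhibition reached a set limit at any dose in the follow-up dose series; inconclusive = inhibition above the set first-screen limit but never retested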;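 note: fluorescence reports GDP produced by GAP-driven GTP hydrolysis; strong numbers were not always called active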
Dengue-2 NS5 capping: Dengue-2 NS5 methyltransferase inhibitors, primary screen, biochemical, confirmation dose response (AID 588689) | Genome polyprotein (Dengue virus type 2 (strain 16681-PDK53)) | Dengue-2 NS5 methyltransferase capping enzyme assay, biochemical; higher % means a stronger effect | inhibition, % at 25 µM, or IC50 in µM where a hit was titrated | hit rate 0.3% among 340,000; in the data active = a potency from the dose series; inconclusive = inhibition above about 29% without an active follow-up result
Salmonella PhoP GFP: inhibitors of PhoP regulon expression, primary screen, Salmonella Typhimurium, GFP reporter (AID 1863). S. Typhimurium PhoP-regulated promoter GFP reporter, 4 h; higher % means a stronger effect. inhibition, % at 50 µM, or IC50 in µM where a hit was titrated. hit rate 0.16% among 300,000;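 active = inhibition over 29.93%, a cutoff 3 SD above the screen mean, later confirmed by dose response; inconclusive = inhibition over 29.93% but no dose response follow-up; inactive = inhibition at most 29.93% or unconfirmed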;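 note: 0% = low Mg2+ inducing control and 100% = high Mg2+ repressing control; strong numbers were not always called active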
West Nile antiviral: West Nile virus antiviral activity, cell-based, CPE readout (AID 1621); West Nile virus-infected cells, CPE inhibition; higher % means a stronger effect; CPE inhibition, % at 10 µM, or IC50 in µM where a hit was titrated; hit rate 0.02% among 290,000; in the data active = a potency from the dose series; inconclusive = CPE inhibition mostly from about 3.7% at the one dose, without a potency; inactive = the rest, 99 in 100 with CPE inhibition below about 2.2%; note: strong numbers were not always called active
T cell modulator vesicle-bound %: recorded beside T cell modulator, whose call it bears; double positive events, %; measured here: CD8+ vesicle-bound cell fraction;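 binding gate set so that unloaded-vesicle control wells show 10% double positive cells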
NTR1 ag cell count 20 µM: further read-out of NTR1 ag, marked with its call; cell count; measured here: cell count, cytotoxicity flag
Dengue-2 NS5 capping pilot replicate: second read-out of Dengue-2 NS5 capping, no call of its own (marks repeat the call); inhibition, %; measured here: pilot screen replicate inhibition
Numbers without * were called inactive; i = inactive; ? = inconclusive; nt = not tested or not shown; [ ] = remark or other dose. Random draw from the library; 1.5% or so of the library scored in one or more.

SMILES | Large T inhibition | NTR1 ag | NTR1 ag cell count 20 µM | UTI89 phage lysis | RSV antiviral HEp-2 | T cell modulator | T cell modulator vesicle-bound % | Rac1 GTP hydrolysis | Dengue-2 NS5 capping | Salmonella PhoP GFP | West Nile antiviral | others
COc1ccc(NC(=O)CSc2nnc(CC(=O)Nc3ccc(F)cc3)n2C)cc1 | 6% | 0.0 | 45 | 0.1% | 1.7% | i | 24 | 10% | -6% | 8% | 0.0%
O=C(COC(=O)c1ccc(Cl)cc1Cl)Nc1cccc(S(=O)(=O)NC2=NCCC2)c1 | nt | 0.7 | 53 | 0.6%[50 µM] | 0.6% | i | 32 | 9% | -4% | nt | nt
CNC(=O)CN(c1ccc(C23CC4CC(CC(C4)C2)C3)cc1)S(C)(=O)=O | 19% | 2.2 | 44 | -0.7% | -2.9% | i | 26 | 6% | -4% | 1% | -0.7%
COc1ccccc1NC1=C(Cl)C(=O)OC1OC(=O)c1ccco1 (centres undefined) | 20% | 3.5 | 38 | 3.5% | -0.9% | i | 39 | 8% | -5% | -4% | 0.1%
COc1ccc(C=NNC(=O)c2ccccc2NS(=O)(=O)c2cccs2)cc1O | nt | -1.2 | 61 | 0.2%[50 µM] | nt | i | 46 | 12% | -1% | nt | nt
Cc1ccc(OCc2nc(-c3ccccn3)no2)c(Br)c1 | -1% | 0.9 | 90 | -0.3% | 3.6% | i | 27 | 1% | -3% | 15% | -0.4%
Cc1cc(C(=O)COC(=O)c2ccc[nH]c2=O)c(C)n1C1CC1 | 8% | -0.2 | 76 | 1.8%[50 µM] | 1.1% | i | 51 | 4% | -3% | -1% | -0.2%
Nc1c(NCc2ccccc2)c(=O)c1=O | 13% | 1.0 | 40 | nt | 4.5% | i | 56 | nt | nt | -8% | 0.3%
O=C1CCN(Cc2nc(-c3ccc(Cl)cc3)no2)CCN1 | 1% | 2.2 | 57 | -0.1% | 4.1% | i | 14 | -4% | -8% | 10% | -0.6%
CCCC(=O)N/C(N)=N/c1nc(C)c2ccccc2n1 | 11% | 2.9 | 43 | 6.0% | 0.8% | i | 56 | 5% | -9% | -8% | -0.8%
O=C(Nc1ccc(S(=O)(=O)Nc2ncccn2)cc1)C12CC3CC(CC(Cl)(C3)C1)C2 | nt | -0.4 | 48 | 6.6% | nt | i | 20 | -4% | -3% | nt | nt
CCc1ccc(NC(=O)C2(C)Cc3ccccc3C(=O)O2)cc1 (centres undefined) | 12% | 2.1 | 45 | -0.3% | 5.5% | i | 29 | -11% | -2% | -8% | -0.7%
FC(F)Oc1ccc(/C=N/N2CCCCC2)c(OC(F)F)c1 | 0% | 1.8 | 57 | nt | 2.5% | i | 9 | nt | nt | -6% | -0.8%
O=C(C[n+]1cc(Br)cc2ccccc21)c1ccccc1 | 4% | -1.4 | 63 | 0.1% | 7.3% | i | 51 | 8% | -1% | 10% | -0.5%
C=CCN1C(=NC(=O)CCC(=O)O)SC2CS(=O)(=O)CC21 (centres undefined) | 0% | 0.7 | 48 | 0.1% | 2.0% | i | 20 | 8% | 4% | -5% | 0.3%
O=C(COC(=O)c1n[nH]c(=O)c2ccccc12)c1ccccc1 | 3% | 1.2 | 72 | 0.0% | 1.0% | i | 34 | -1% | -9% | 0% | 0.4%
CCc1cc2c(CN3CCN(Cc4ccccc4)CC3)cc(=O)oc2cc1O | -1% | 14 | 78 | 2.8%[50 µM] | 22% | i | 16 | 11% | -10% | 11% | -0.8%
CCCc1ccc(S(=O)(=O)Nc2ccc(C)c(NS(C)(=O)=O)c2)cc1 | 2% | 0.7 | 38 | nt | 1.0% | i | 15 | nt | nt | 4% | -0.3%
Cc1onc(-c2ccccc2)c1C(=O)N1CCN(c2ccccn2)CC1 | 12% | -0.2 | 48 | 1.2%[50 µM] | 1.3% | i | 10 | 6% | 2% | -5% | 0.0%
O=C(CCNS(=O)(=O)c1cccc2nsnc12)N1CCN(c2ccccn2)CC1 | 5% | -0.1 | 62 | 0.2% | 1.2% | i | 57 | 4% | -5% | -19% | 0.2%
COc1ccc(C2C(C(C)=O)=C(C)N=c3s/c(=C\c4ccco4)c(=O)n32)c(OC)c1 (centres undefined) | 7% | 5.1 | 78 | 0.1% | 6.2% | i | 26 | 9% | 6% | -18% | 0.2% | Dengue-2 NS5 capping pilot replicate=-4.3
CC1(C)Cc2c(c(-c3ccco3)nc3sc4c(NCCO)ncnc4c23)CO1 | 7% | 6.4 | 97 | 0.0% | 5.2% | i | 57 | 2% | 11% | -1% | 0.7%
N#Cc1c(C(F)(F)F)cc(-c2ccc(F)cc2)nc1SCC(=O)O | 20% | 0.5 | 64 | 0.2% | -1.5% | i | 17 | 12% | -5% | 9% | -0.2%
CC(C)(O)C#Cc1ccc(C(=O)N2CCC(C(N)=O)(N3CCCCC3)CC2)cc1 | -3% | 1.2 | 67 | -1.6% | 0.2% | i | 42 | 4% | -7% | -5% | 1.6%
CSc1ccccc1NC(=O)CN(C)Cc1c(O)ccc2ccccc12 | 26% | -0.1 | 45 | -0.3% | 1.4% | i | 52 | 8% | -12% | -4% | 0.1%

Continued.
SMILES | Large T inhibition | NTR1 ag | NTR1 ag cell count 20 µM | UTI89 phage lysis | RSV antiviral HEp-2 | T cell modulator | T cell modulator vesicle-bound % | Rac1 GTP hydrolysis | Dengue-2 NS5 capping | Salmonella PhoP GFP | West Nile antiviral | others
CC1(C)Cc2c(cnn2-c2cccc(F)c2)C(NC(=O)CSc2ccncc2)C1 (centres undefined) | 23% | 0.6 | 61 | 0.2%[50 µM] | 3.5% | i | 11 | 7% | 3% | 3% | 0.3%
CCC(C)(C)n1nnnc1C(c1ccc(F)cc1)N1CCC(C(N)=O)CC1 (centres undefined) | 11% | 3.1 | 27 | -0.9% | -1.4% | i | 41 | -5% | -8% | -1% | -0.1%
CN(C(=O)c1ccccc1Cl)C1CCCCC1 | -1% | -0.5 | 89 | 2.7% | -1.3% | i | 37 | 8% | 2% | -6% | -0.7%
Cn1c(NC(=O)c2ccccc2)c(-c2cccs2)c(=O)c2ccccc21 | 1% | 0.6 | 59 | -2.1% | -0.1% | i | 23 | 4% | -9% | 0% | 1.2%
CCn1cc([N+](=O)[O-])c(C(=O)N2N=C3/C(=C/c4cccs4)CCCC3C2c2cccs2)n1 (centres undefined) | -3% | 3.0 | 98 | 0.4% | 7.2% | i | 49 | 12% | 6% | -9% | -0.5% | Dengue-2 NS5 capping pilot replicate=-3.9
O=C(O)c1cccc(N2C(=O)/C(=C/c3ccc([N+](=O)[O-])cc3)C=C2c2ccccc2)c1 | 6% | 1.6 | 86 | -0.7% | 15% | i | 61 | 16% | ? | 7% | 1.0%
Cc1ccc2c(c1)N(C(=O)CCC(=O)NCc1ccccn1)CC(C)O2 (centres undefined) | -2% | 1.8 | 82 | -0.3% | 2.2% | i | 27 | 13% | 3% | nt | -0.6%
COc1ccc2[nH]c3c(c2c1)CCN1C(=O)C(CC(=O)NCCN2CCOCC2)C[C@H](C(=O)N2CCCCC2)[C@@]31C (some centres undefined) | nt | 0.5 | 75 | -0.2% | nt | nt | nt | 5% | -4% | nt | nt | Dengue-2 NS5 capping pilot replicate=-2.1
Fc1ccccc1N1CCN(C(c2ccccn2)c2nnnn2C2CCCCC2)CC1 (centres undefined) | 2% | 0.6 | 58 | 0.7% | 7.0% | i | 6 | 3% | -4% | 7% | -0.9%
COC(=O)C(C)N(C(=O)c1cccc(Cl)c1)c1c(C)cccc1C (centres undefined) | 8% | 1.2 | 57 | -0.6% | 4.8% | i | 16 | 3% | -9% | 3% | -0.1%
COc1ccc(N(C(=O)c2ccccc2OC)C2C=CS(=O)(=O)C2)c(OC)c1 (centres undefined) | 3% | 1.0 | 56 | 3.6% | 3.0% | i | 65 | -1% | 1% | 9% | -0.4%
CCn1nnnc1SCC(=O)c1cccc(OC)c1 | 5% | 0.7 | 66 | 1.8% | 5.9% | i | 22 | 3% | -18% | 0% | ?
Cc1cc(C(=O)N2CCc3ccccc32)c2ccccc2n1 | 3% | 1.4 | 89 | 1.5% | 4.2% | i | 29 | 5% | -1% | -10% | 1.0%
COc1ccc([N+](=O)[O-])cc1NCC(=O)c1ccc(C)cc1 | -2% | 1.0 | 102 | -0.3% | 3.1% | i | 44 | 2% | -3% | 17% | -1.1%
CCCn1c(=O)[nH]c(=O)c2c1nc(-c1ccc3c(c1)OCCO3)n2CCN1CCOCC1 | 8% | 0.0 | 79 | -0.5% | 1.2% | i | 56 | 10% | -6% | 3% | 0.2%
O=C1c2ccccc2C(=O)C1c1ccncc1 | 6% | -0.6 | 64 | 0.3% | 0.7% | i | 53 | 11% | 0% | 3% | -0.2%
OCC[C@@H]1C[C@@H](O)[C@H](O)[C@@]2(CCCc3ccccc3O2)O1 | 3% | 0.3 | 91 | 1.5% | -0.4% | i | 13 | 9% | 3% | -2% | -0.7%
O=C(Nc1ccccc1)c1cccc(-c2nnc(-c3ccccc3)o2)c1 | 3% | 8.1 | 31 | 1.4% | -0.3% | i | 25 | 69% | -1% | -25% | 0.5%
Cc1ccc(C(=O)NC(O)C(Cl)Cl)cc1 (centres undefined) | 5% | -1.1 | 61 | 0.1% | 0.9% | i | 7 | 5% | -3% | -2% | 0.0%
CCc1nnc(NC(=O)CSCc2cc(=O)n3nc(C(C)C)sc3n2)s1 | 11% | -1.1 | 64 | 0.1% | 0.5% | i | 47 | 5% | -2% | 12% | 0.4%
CCc1ccc(C(=O)COC(=O)c2ccccc2OC)cc1 | 8% | 0.0 | 49 | -0.2% | 1.1% | i | 29 | 3% | -1% | -4% | -0.3%
CCc1ccc(-n2c(C)n[nH]c2=S)cc1 | 27% | -1.0 | 58 | 0.2% | 2.1% | i | 36 | -1% | -7% | 5% | -0.4%
O=C(NCc1ccco1)C1CCCN(S(=O)(=O)c2cnc[nH]2)C1 (centres undefined) | -4% | 1.0 | 66 | 11% | -0.7% | i | 24 | 5% | -2% | 13% | 0.0%
